P. falciparum M17LAP: P. falciparum M17LAP inhibitors, primary screen, biochemical, fluorogenic H-Leu-NHMec substrate, 1536-well (AID 1619) | recombinant M17LAP, H-Leu-NHMec fluorogenic kinetic assay; higher % means a stronger effect | 0.38% of 220,000 active | inhibition, % at 30 µM; hits with a dose series show IC50 in µM | Leucine aminopeptidase (Plasmodium falciparum (isolate 3D7));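 active = compound inhibiting the enzyme by more than half at any dose during confirmatory dose-response retesting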;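 also: plate controls were full reaction with DMSO carrier for no effect and no enzyme background for full effect; strong numbers were not always called active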
Dynein cargo inh: inhibitors of GR-EGFP nuclear translocation, primary screen, dynein cargo transport inhibitor project, imaging, high-content, 3617.4 mouse cells. z-score, hits read low. AID 1381, 2008. 0.47% of 220,000 active. test concentration mostly 20 µM; stimulated with dexamethasone, 1 µM; hits give low values;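 active = plate z-score of nuclear minus cytoplasmic receptor signal below a set negative limit, without overly bright fluorescence or cell loss, cut at about -3.5 in these data, passing the limit was not always enough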;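 also: z-score of nuclear minus cytoplasmic ring GR-EGFP intensity difference per well; some compounds called inactive have numbers as strong as hits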
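Buffer or medium: tet-free, stripped-serum medium; Also added: dexamethasone, 1.0 µM final; Technique: high-content fluorescence imaging after fixation; Times: 48 h induction, 1 h compound, 30 min dex at 37 °C; Read-out: per-cell GR-EGFP intensity, nucleus versus surrounding cytoplasmic ring, well-averaged.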
KOR beta-arrestin-1: KOR antagonists, beta-arrestin recruitment, cell-based, luminescence, uHTS (AID 1778) | KOR beta-arrestin recruitment, luminescence, antagonist mode; higher % means a stronger effect | Kappa-type opioid receptor (Homo sapiens) | inhibition, % at 10 µM, or IC50 in µM where a hit was titrated | 0.091% of 290,000 active; also: strong numbers were not always called active
KOR beta-arrestin-2: KOR agonists, beta-arrestin recruitment, primary screen, cell-based, luminescence, uHTS (AID 1777); KOR beta-arrestin recruitment, luminescence; higher % means a stronger effect; Kappa-type opioid receptor (Homo sapiens); 0.02% of 280,000 active; one-dose activation, % at 10 µM; EC50 in µM for titrated hits; in the data active = activation above about 50%, passing the limit was not always enough; also: a part of the inactive calls stands beside numbers as strong as those of hits
P. falciparum M1AAP: P. falciparum M1AAP inhibitors, biochemical, fluorogenic H-Leu-NHMec substrate, 1536-well (AID 1445); Aminopeptidase N (Plasmodium falciparum (isolate 3D7)); recombinant M1AAP, H-Leu-NHMec fluorogenic kinetic assay; higher % means a stronger effect; inhibition, % at 30 µM, or IC50 in µM where a hit was titrated; 0.42% of 220,000 active;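 active = primary inhibition above the hit cutoff, then over 50% inhibition at one or more dose response concentrations, cut at about 23% in these data, passing the limit was not always enough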;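 also: plate controls were DMSO full reaction for no effect and no enzyme background for full effect; strong numbers were not always called active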
NOD1 NF-kB reporter: NOD1 signaling inhibitors, primary screen, cell-based, luminescence, uHTS (AID 1578). NOD1-driven NF-kB luciferase reporter cells, luminescence; higher % means a stronger effect. inhibition, % at 4 µM; hits with a dose series show EC50 in µM. 1% of 290,000 active; in the data active = inhibition mostly above about 36%, no sharp cut-off; inactive = mostly below about 34%;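 also: HEK-293T reporter cells stimulated with the NOD1 agonist gamma-tri-DAP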
AID2073: inhibitors of Mint1-CaV2.2 protein interaction, biochemical, HTRF (AID 2073). HTRF protein-protein interaction, Mint1-CaV2.2; higher % means a stronger effect. one-dose inhibition, % at 20 µM; IC50 in µM for titrated hits. Voltage-dependent N-type calcium channel subunit alpha-1B (Homo sapiens). 0.19% of 290,000 active; in the data active = inhibition mostly above about 51%, no sharp cut-off; also: some results filed as inactive read as strong as hits
HEK293 NOD2/NF-kB: NOD2 signaling inhibitors, cell-based, luminescence, uHTS, HEK293 (AID 1566); 0.63% of 290,000 active; inhibition, % at 4 µM; hits with a dose series show EC50 in µM; HEK293 NOD2/NF-kB luciferase reporter, luminescence; higher % means a stronger effect; also: many of its hits are not listed in these tables
GPR55 activation: GPR55 agonists via beta-arrestin recruitment, primary screen, imaging, U2OS cells, beta-arrestin-GFP redistribution (AID 1961). activation, % at 10 µM, or EC50 in µM where a hit was titrated. G-protein coupled receptor 55 (Homo sapiens). U2OS GPR55 beta-arrestin-GFP redistribution imaging; higher % means a stronger effect. 0.048% of 290,000 active;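 active = activation above 40% with more than 50 cells counted in the well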;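 also: U2OS osteosarcoma cells stably expressing GPR55 and beta-arrestin-GFP; plate controls were DMSO negative control for no effect and LPI positive control for full effect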
Dynein cargo inh cytoplasmic EGFP: second read-out of Dynein cargo inh, no call of its own (marks repeat the call); z-score; measured here: cytoplasmic GR-EGFP intensity; hits give high values
Dynein cargo inh nuclear GR-EGFP: recorded beside Dynein cargo inh, whose call it bears; z-score; measured here: nuclear GR-EGFP intensity;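 lower value marks the stronger effect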
Dynein cargo inh cell count: also measured in Dynein cargo inh; calls as there; z-score; measured here: cell count per field
* hit, by the source's call; · = not tested or not shown; [ ] = dose if it differs, or a comment. Rule as the data show it, unless noted: active = inhibition above about 50%; inactive = the rest. A portion of the library; rates above refer to the full screens.

P. falciparum M17LAP | Dynein cargo inh | Dynein cargo inh cytoplasmic EGFP | Dynein cargo inh nuclear GR-EGFP | Dynein cargo inh cell count | KOR beta-arrestin-1 | KOR beta-arrestin-2 | P. falciparum M1AAP | NOD1 NF-kB reporter | AID2073 | HEK293 NOD2/NF-kB | GPR55 activation | SMILES
7% | 0.015 | -0.19 | 0.27 | -0.15 | 5% | 5.5% | -4% | -13% | -6% | 4% | 0.5% | CCOC(=O)CN1C(=O)C(CC)Oc2ccc(Cl)cc21 (stereo not drawn)
-3% | -0.041 | -0.28 | -0.15 | 0.62 | -1% | 3.1% | 5% | -4% | 2% | 7% | -0.1% | Cc1ccc(C)c(NC(=S)N(C)C)c1
· | · | · | · | · | -53% | -1.3% | · | -20% | 1% | 20% | -0.2% | COc1cccc(OC)c1OC(=O)/C=C/c1ccc(C)o1
-10% | -0.017 | -0.16 | 0.95 | -0.37 | 7% | 4.2% | 8% | -11% | -2% | 12% | 0.2% | CCn1cc(C(=O)NCc2ccc3c(c2)OCO3)c(=O)c2cc(S(=O)(=O)N(C)C)ccc21
· | · | · | · | · | -16% | -2.2% | · | -19% | 6% | -1% | 0.3% | CCC1Oc2ccccc2N(CC(=O)NCCN2CCCC2)C1=O (stereo not drawn)
0% | 0.85 | -0.23 | 0.85 | -0.086 | 17% | 2.6% | 3% | 6% | 6% | 15% | -0.1% | COc1ccc(CCNC(=O)CSc2nc(O)cc(=O)[nH]2)cc1OC
· | 2.4 | -0.13 | 1.7 | -1.5 | 21% | 0.1% | · | 7% | -6% | -6% | -0.2% | O=C(O)Cc1sc(N/N=C\c2ccncc2)nc1-c1ccccc1
· | · | · | · | · | -28% | 4.8% | · | -25% | -7% | 6% | -0.1% | CC(Oc1cc2oc(=O)c3c(c2cc1Cl)CCC3)C(=O)NCc1ccncc1 (stereo not drawn)
-9% | 0.59 | -0.18 | 0.4 | 0.31 | -11% | 2.8% | 4% | 0% | 36% | -14% | -0.1% | CCOC(=O)CCC(=O)N1CCOCCOCCOCC1
· | · | · | · | · | -8% | 8.9% | · | -8% | 4% | 0% | -0.1% | COCCN1CC(CNC(=O)c2cc(COc3ccc(C)c(C)c3)on2)CC1=O (stereo not drawn)
7% | -0.49 | -0.33 | -0.32 | 1.2 | -2% | 5.8% | 2% | -47% | -5% | -40% | -0.3% | COc1ccc2c(c1)CC/C2=N\OC(=O)c1ccccc1C
21% | 0.2 | 0.06 | -0.2 | -0.63 | -36% | -3.0% | -3% | -14% | 0% | 2% | 0.2% | CC1CCN(C(=O)Cn2cc(C#N)c3ccccc32)CC1
-3% | -0.27 | -0.18 | -0.2 | 0.78 | -5% | 2.2% | 5% | -6% | -9% | -2% | -0.1% | CC(=O)c1c(C)nc2cc(Cl)ccc2c1N
-4% | -0.6 | -0.19 | -0.44 | -0.22 | -11% | -1.9% | 3% | -26% | 4% | 14% | -0.5% | CC1SC2(NC1=O)C1CC3CC(C1)CC2C3 (stereo not drawn)
· | · | · | · | · | -5%[20 µM] | 3.1% | · | -11% | -4% | 0% | 0.4% | Oc1ccccc1CN1CCCC(N2CCc3ccccc3C2)C1 (stereo not drawn)
-3% | 0.27 | -0.33 | -0.047 | 0.54 | 10% | -1.8% | 0% | -22% | 29% | 24% | -0.2% | COc1cccc(/C=C/C(=O)OCC(=O)Nc2ccc(Cl)cn2)c1
0% | -0.14 | -0.31 | -0.14 | 0.09 | -6% | -3.4% | -2% | -23% | -12% | -6% | 0.1% | O=C(COc1cccc2c1CCN(Cc1ccc(Cl)cc1)C2=O)N1CCOCC1
2% | -0.1 | -0.2 | -0.17 | 0.52 | 6% | -2.5% | 1% | 18% | -9% | 2% | -0.1% | COc1ccc(C(=O)n2nc(C)c(Br)c2C)cc1
-8% | 0.11 | -0.13 | 0.7 | 0.011 | 4% | -4.5% | 3% | 4% | 18% | -3% | -0.3% | COc1ccc(-c2coc3c(CN4CCCCC4)c(O)c(CN4CCCCC4)c(O)c3c2=O)cc1
· | · | · | · | · | 12% | -4.3% | · | -23% | 13% | -2% | -0.1% | O=C(Nc1ccccc1F)c1cc(S(=O)(=O)N2CCOCC2)cs1
· | -0.54 | -0.37 | -0.22 | 0.35 | 16% | -1.6% | · | -10% | 1% | -12% | -0.2% | Nc1cc(C(=O)c2cccs2)ccc1Cl
· | · | · | · | · | 1% | 3.6% | · | -12% | 14% | 13% | -0.2% | CC(NC(=O)Nc1ccc(F)cc1F)c1ccc2c(c1)OCO2 (stereo not drawn)
11% | -0.0065 | -0.27 | 0.06 | 1 | 18% | -8.0% | 5% | 5% | -2% | -3% | 0.2% | CCOc1ccccc1NC(=O)CSc1nnnn1-c1ccccc1
0% | -0.18 | -0.26 | -0.13 | 0.38 | -1% | -0.9% | 16% | 6% | -8% | 6% | 0.4% | COc1ccc(/C=C/C(=O)O)cc1S(=O)(=O)Nc1ccc2c(c1)OCO2
· | · | · | · | · | 6% | 2.6% | · | -30% | -28% | 1% | 0.0% | Cc1ccc(NC(=S)N2CCN(S(C)(=O)=O)CC2)cc1Cl
· | · | · | · | · | 14% | -4.6% | · | -20% | 1% | -66% | 0.5% | COc1ccc(-n2c(SCC(=O)Nc3cccc(C(=O)O)c3)nnc2-c2ccco2)cc1
-11% | -0.56 | 0.18 | 0.44 | 0.85 | -6% | 0.0% | -2% | -11% | -4% | -3% | 0.4% | O=C(OCc1cc2ccccc2[nH]c1=O)c1ccco1
· | · | · | · | · | -3%[20 µM] | -7.0% | · | -12% | 13% | 16% | -0.3% | Cc1ccc(/C=C(\NC(=O)c2ccccc2)C(=O)NCCN2CCOCC2)o1
-5% | -0.18 | -0.25 | 0.068 | -0.025 | 12% | -2.6% | -1% | -30% | 2% | -16% | -0.1% | Cc1cc(C)n(-c2nc(-c3cccc(Cl)c3)cs2)n1
-14% | -0.73 | -0.52 | -0.47 | 1.2 | -6% | 9.6% | -4% | -7% | -4% | 10% | 0.0% | COCCNC(=O)CN(C(=O)CCC(=O)Nc1cc(C)on1)c1cccc(C)c1C
23% | 0.89 | -0.3 | 0.65 | 0.26 | -12% | -1.0% | -3% | 29% | -12% | 4% | -0.2% | CCCc1cc(=O)[nH]c(=S)[nH]1
· | · | · | · | · | 8% | -1.3% | · | -26% | -6% | 8% | -0.1% | COc1ccc(/C=C2/SC(=S)N(CCCC(=O)N3CCN(C)CC3)C2=O)cc1
· | · | · | · | · | 16% | -0.8% | · | -12% | 7% | 1% | -0.2% | Cc1sc2ncn(CC(=O)N3CCN(c4ccccc4F)CC3)c(=O)c2c1S(=O)(=O)N1CCOCC1
6% | -0.1 | -0.26 | 0.31 | 0.26 | 22% | 0.0% | 8% | -13% | -7% | -18% | 0.3% | COCc1nc2ccccc2n1CCCOc1ccccc1
-3% | -0.97 | -0.3 | -0.065 | 1 | -24% | 4.5% | 1% | -29% | 7% | -31% | 0.2% | Cc1cc(C(=O)N[C@H](c2ccccc2)[C@@]2(C)C[C@@H]2[C@@H](C)C(=O)Nc2ccc3ccccc3c2)no1
5% | -1.4 | -0.19 | -0.59 | 1.8 | -26% | -1.1% | -1% | -10% | 11% | -3% | -0.1% | C=CCC(C#Cc1ccc(C)cc1)N(CC)CC (stereo not drawn)
4% | -0.4 | -0.12 | -0.11 | -0.39 | -45% | 5.4% | 3% | -14% | -5% | -19% | 0.2% | Cc1nn2c(=O)cc(COC(=O)c3ccc(S(=O)(=O)N4CCCCC4)cc3)nc2s1
14% | -0.85 | -0.2 | -0.54 | 0.26 | 33% | -6.4% | 6% | -9% | -8% | 5% | -0.2% | Cc1ccc(C)c2c1cc(C)c1nnc(SCc3ccccn3)n12
12% | -0.0059 | 0.5 | 0.45 | -0.32 | -4% | 2.2% | 2% | -10% | -4% | -10% | 0.3% | O=C(COC(=O)COc1ccccc1Cl)Nc1ccccc1OC(F)F
3% | -0.73 | -0.33 | -0.3 | 0.62 | 0% | 0.7% | 0% | -11% | -4% | 14% | 0.2% | CCOC(=O)CC1=CC(C)(CC(=O)OCC)C(C#N)(C#N)C(N)=C1C#N (stereo not drawn)
· | · | · | · | · | 20% | -6.5% | · | 4% | 14% | 13% | -0.1% | O=C(O)c1ccccc1NCc1ccsc1
-1% | 0.23 | -0.21 | 0.19 | -0.2 | 12% | -3.6% | 1% | 5% | 6% | 11% | -0.1% | COc1ccc(C(=O)NCc2cccnc2)cc1S(=O)(=O)N1CCOCC1
5% | -0.18 | -0.41 | -0.23 | 0.29 | -8% | -3.5% | 13% | 41% | -2% | -6% | -0.2% | CC1=N/C(=C/c2ccc([N+](=O)[O-])cc2)C(=O)N1c1ccc(Cl)cc1Cl
6% | 2.7 | -0.33 | 1.6 | -1.2 | -20% | -2.6% | 8% | 9% | -1% | 0% | -0.1% | O=C(Nc1ccc2c(c1)OCO2)C1CCCCN1S(=O)(=O)c1ccccc1 (stereo not drawn)
9% | 0.11 | 0.089 | 0.42 | 0.11 | 3% | -4.3% | 3% | -22% | 2% | -16% | 0.0% | CCN(CC)CCCN1CC(O)=C(c2nc3ccccc3s2)C1=N
-3% | 2 | 0.06 | 1 | -0.36 | -8% | 0.5% | 9% | -13% | -1% | -17% | -0.2% | COc1nc(Nc2cccc(C(F)(F)F)c2)nc(OC)n1

Bioassay records from PubChem BioAssay.
